Assay outcomes (PubChem BioAssay)
NCOA3 inh: inhibitors of human steroid receptor coactivator 3 (SRC3) | Q9Y6Q9 | HEK293 GAL4-SRC3 luciferase reporter, luminescence | inhibition, % at 3.6 µM | actives 0.17% (n = 360,000) | AID 588352;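 active = inhibition above a per-campaign cutoff, the mean of all compounds plus 3 SD, cut at about 60% in these data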;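 also: 0% = DMSO-treated cells and 100% = gossypol-treated cells at 36 µM; higher means less SRC3-driven luciferase light from the GAL4 reporter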
Target sequence (Q9Y6Q9 whole entry, looked up, the tested form may be a part): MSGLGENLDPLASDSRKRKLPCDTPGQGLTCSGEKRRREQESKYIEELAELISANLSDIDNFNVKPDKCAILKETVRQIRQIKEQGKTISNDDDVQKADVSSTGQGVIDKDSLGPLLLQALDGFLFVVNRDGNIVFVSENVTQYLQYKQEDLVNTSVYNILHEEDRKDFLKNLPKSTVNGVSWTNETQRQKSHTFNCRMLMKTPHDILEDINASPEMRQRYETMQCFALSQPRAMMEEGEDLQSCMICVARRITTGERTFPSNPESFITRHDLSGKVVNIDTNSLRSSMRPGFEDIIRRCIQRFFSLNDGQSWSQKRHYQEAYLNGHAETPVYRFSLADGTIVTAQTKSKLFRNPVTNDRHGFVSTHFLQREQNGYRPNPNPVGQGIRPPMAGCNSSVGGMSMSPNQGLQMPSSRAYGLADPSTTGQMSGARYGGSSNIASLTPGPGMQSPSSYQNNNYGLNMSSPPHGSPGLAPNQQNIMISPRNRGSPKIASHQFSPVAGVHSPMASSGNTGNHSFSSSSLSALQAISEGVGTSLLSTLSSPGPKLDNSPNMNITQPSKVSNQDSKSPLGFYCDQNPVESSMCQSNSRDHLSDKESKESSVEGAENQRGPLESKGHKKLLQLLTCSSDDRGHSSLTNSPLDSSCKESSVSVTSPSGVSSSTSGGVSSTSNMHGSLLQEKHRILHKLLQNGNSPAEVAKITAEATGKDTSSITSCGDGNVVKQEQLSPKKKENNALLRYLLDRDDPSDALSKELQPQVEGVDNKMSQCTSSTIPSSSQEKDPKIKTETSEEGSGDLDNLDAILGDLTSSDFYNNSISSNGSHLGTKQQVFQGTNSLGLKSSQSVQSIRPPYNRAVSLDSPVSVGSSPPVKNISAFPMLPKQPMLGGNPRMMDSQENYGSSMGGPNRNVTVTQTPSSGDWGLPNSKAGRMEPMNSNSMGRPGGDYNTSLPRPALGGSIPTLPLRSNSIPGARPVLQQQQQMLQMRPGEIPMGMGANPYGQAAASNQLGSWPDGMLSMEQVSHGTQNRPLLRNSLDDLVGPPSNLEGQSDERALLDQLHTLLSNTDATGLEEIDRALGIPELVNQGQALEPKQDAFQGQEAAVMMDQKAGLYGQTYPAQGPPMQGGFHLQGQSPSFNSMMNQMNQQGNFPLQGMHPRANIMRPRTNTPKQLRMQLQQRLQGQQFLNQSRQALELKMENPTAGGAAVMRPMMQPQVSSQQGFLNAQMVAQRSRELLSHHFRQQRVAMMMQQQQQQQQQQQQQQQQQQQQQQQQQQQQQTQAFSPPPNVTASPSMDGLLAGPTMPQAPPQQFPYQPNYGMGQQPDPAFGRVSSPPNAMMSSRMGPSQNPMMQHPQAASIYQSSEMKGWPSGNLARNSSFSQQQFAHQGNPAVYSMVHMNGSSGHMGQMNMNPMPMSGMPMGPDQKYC
COUP-TFII inh: NR2F2 (human) inhibition, primary screen. actives 0.7% (n = 370,000). HEK293T NGFI-A luciferase reporter, luminescence. inhibition, % at 8.6 µM. AID 686940;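 active = inhibition above a per-plate cutoff, mean inhibition of test wells between control levels plus 3 SD, cut at about 38% in these data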;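 also: cells cotransfected with COUP-TFII expression vector driving the NGFI-A reporter; 0% = median of COUP-TF2 test wells and 100% = reporter-only cells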
NR5A2 inv ag: NR5A2 inverse agonism in reporter assay. O00482. inhibition, % at 3.6 µM. AID 602396. HEK293T StAR-luciferase reporter, LRH-1 transfected, 24 h. actives 0.13% (n = 360,000);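 active = inhibition above the mean inhibition of all tested compounds plus 3 SD, cut at about 73% in these data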;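 also: 0% = DMSO wells and 100% = reporter-only cells lacking LRH-1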
TRAIL sens C8: sensitizes caspase-8 expressing cells to TRAIL. NB7+C8 cells + TRAIL, ATPlite viability luminescence. inhibition (viability loss, TRAIL sensitization), % at 10 µM. actives 1% (n = 360,000). AID 624354;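 active = compounds causing at least 50% loss of cell viability in the single-dose screen, relative to plate controls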
CF NFkB inh: cystic fibrosis NF-kB activation inhibition; KKLEB NF-kB-GFP reporter, PAF-induced, GFP fluorescence overnight; inhibition, % at 5 µM; actives 0.86% (n = 360,000); AID 588850;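 active = at least 50% inhibition at 5 µM, scaled per plate between neutral and stimulator controls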;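 also: PAF is a Pseudomonas aeruginosa culture filtrate used as stimulus; plate controls were PAF-stimulated DMSO wells for no effect and unstimulated DMSO wells for full effect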
NCOA1 inh: inhibitors of human steroid receptor coactivator 1 (SRC1) | Q15788 | HEK293 GAL4-SRC1 luciferase reporter, luminescence | inhibition, % at 3.6 µM | actives 0.12% (n = 360,000) | AID 588354;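 active = inhibition above the campaign mean plus 3 SD, with each screening campaign given its own cutoff, cut at about 60% in these data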;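 also: 0% = DMSO treated cells and 100% = gossypol at 36 µM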
TROY NFkB inh: blocks TROY-dependent signaling in reporter cells; AID 1347056; inhibition, % at 10 µM; actives 0.98% (n = 360,000); Q293 LMP1-TROYcd NF-kB luciferase reporter, 4 h;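 active = compounds whose plate-normalised and pattern-corrected inhibition of the luciferase reporter signal at the single screening dose is 50% or more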
SRC2 inh: inhibits human steroid receptor coactivator 2. Q15596. HEK293 GAL4-SRC2 luciferase reporter, luminescence. inhibition, % at 9 µM. actives 0.17% (n = 370,000). AID 651957;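 active = inhibition above the mean inhibition of all tested compounds plus 3 SD, set per campaign, cut at about 52% in these data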;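 also: 0% = DMSO treated cells and 100% = cells given Gossypol at 36 µM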
TWEAK-Fn14 inh: inhibitors of TWEAK-Fn14 interaction signaling; TWEAK-stimulated Fn14 reporter cells, luciferase luminescence, 8 h; inhibition, % at 10 µM; actives 2% (n = 360,000); AID 1159606; in the data active = inhibition above about 50%
KKLEB tox: CF airway cell cytotoxicity counter-screen; actives 0.36% (n = 360,000); KKLEB CF airway cells viability, ATPlite luminescence, overnight; active compounds read low; cells stimulated with P. aeruginosa culture filtrate; activity change (cytotoxicity), % at 5 µM;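 active = corrected activity change at or below -50% at 5 µM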
LMP1 NFkB inh: Epstein-Barr LMP1 NF-kappaB reporter inhibition | LMP1-induced NF-kappaB luciferase reporter cells, luminescence | inhibition, % at 12.5 µM | AID 504558 | actives 0.69% (n = 350,000); in the data active = inhibition above about 41%;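 also: 0% = neutral control wells and 100% = reference inhibitor control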
Active calls of the source: *. Hits appear at their usual frequency; overall some 4.2% were active at least once.

`Cc1cc(Cl)ccc1OCC(=O)Nc1cccc(S(=O)(=O)NC2=NCCCCC2)c1` gave NCOA3 inh 14, COUP-TFII inh -21, NR5A2 inv ag 1, TRAIL sens C8 8, CF NFkB inh 2, NCOA1 inh -4, TROY NFkB inh -4, SRC2 inh 6, TWEAK-Fn14 inh -7, KKLEB tox 0 and LMP1 NFkB inh 3.
For CSc1nc2c(c(=O)[nH]1)C(c1ccc(F)cc1)CC(=O)N2 (stereo not drawn) the results were NCOA3 inh 2, COUP-TFII inh 18, NR5A2 inv ag 2, TRAIL sens C8 0, CF NFkB inh -11, NCOA1 inh -51, TROY NFkB inh 1, SRC2 inh -11, TWEAK-Fn14 inh 0, KKLEB tox -1 and LMP1 NFkB inh 0.
`COc1ccc(N=C2S/C(=C\c3ccco3)C(=O)N2CC(C)C)cc1` gave NCOA3 inh 16, COUP-TFII inh 14, NR5A2 inv ag 2, TRAIL sens C8 -4, CF NFkB inh 10, NCOA1 inh -1, TROY NFkB inh 3, SRC2 inh -20, TWEAK-Fn14 inh 4, KKLEB tox 0 and LMP1 NFkB inh 3.
For CC(NC(=O)c1ccc2c(c1)OCO2)C(c1cccs1)N1CCN(c2ccccc2)CC1 (stereo not drawn) the results were NCOA3 inh -8, COUP-TFII inh 8, NR5A2 inv ag 3, TRAIL sens C8 12, CF NFkB inh -24, NCOA1 inh -15, TROY NFkB inh 14, SRC2 inh 1, TWEAK-Fn14 inh 33, KKLEB tox 3 and LMP1 NFkB inh 3.
`CC(C)NC(=S)NC1(C)CCS(=O)(=O)C1` (stereo not drawn) gave NCOA3 inh -4, COUP-TFII inh -16, NR5A2 inv ag 0, TRAIL sens C8 -2, CF NFkB inh 8, NCOA1 inh 2, TROY NFkB inh 6, SRC2 inh -1, TWEAK-Fn14 inh 2, KKLEB tox 2 and LMP1 NFkB inh -5.
Fc1cc(F)c2nc(N3CCOCC3)sc2c1 was read as NCOA3 inh -34, COUP-TFII inh -51, NR5A2 inv ag -73, TRAIL sens C8 6, CF NFkB inh 15, NCOA1 inh -45, TROY NFkB inh -48, SRC2 inh -52, TWEAK-Fn14 inh 0, KKLEB tox -7 and LMP1 NFkB inh -10.
O=C(NCCCN1CCOCC1)c1cc2c(s1)CCC2 was read as NCOA3 inh -33, COUP-TFII inh 1, NR5A2 inv ag -11, TRAIL sens C8 13, CF NFkB inh -20, NCOA1 inh -23, TROY NFkB inh -14, SRC2 inh -21, TWEAK-Fn14 inh 0, KKLEB tox 10 and LMP1 NFkB inh -2.
For Cc1cc(C)cc(NS(=O)(=O)c2cc(C(=O)NCc3ccccn3)ccc2Cl)c1 the results were NCOA3 inh 7, COUP-TFII inh -41, NR5A2 inv ag 6, TRAIL sens C8 -11, CF NFkB inh -9, NCOA1 inh 1, TROY NFkB inh 11, SRC2 inh -1, TWEAK-Fn14 inh 21, KKLEB tox 8 and LMP1 NFkB inh 13.
`Cc1noc(C)c1S(=O)(=O)N1CCC(C(=O)Nc2ccc(OC(F)(F)F)cc2)CC1` gave NCOA3 inh 15, COUP-TFII inh 12, NR5A2 inv ag 17, TRAIL sens C8 32, CF NFkB inh 8, NCOA1 inh 8, TROY NFkB inh -7, SRC2 inh 1, TWEAK-Fn14 inh -3, KKLEB tox 3 and LMP1 NFkB inh -4.
Screening CC1CCc2c(sc(/N=C/c3cccnc3)c2C(N)=O)C1 (stereo not drawn) returned NCOA3 inh -13, COUP-TFII inh -13, NR5A2 inv ag -20, TRAIL sens C8 6, CF NFkB inh 2, NCOA1 inh -2, TROY NFkB inh -25, SRC2 inh -37, TWEAK-Fn14 inh -11 and KKLEB tox -1.
For O=C1/C(=C/C=C/c2ccco2)SC(=S)N1NS(=O)(=O)c1ccccc1 the results were NCOA3 inh 9, COUP-TFII inh 13, NR5A2 inv ag -20, TRAIL sens C8 33, CF NFkB inh 2, NCOA1 inh -31, TROY NFkB inh -8, SRC2 inh -7, TWEAK-Fn14 inh 15, KKLEB tox 4 and LMP1 NFkB inh -7.
For O=C1C[C@@H]2c3c(cccc3CN1Cc1ccccc1F)C[C@@H](O)[C@H]2O the results were NCOA3 inh 2, COUP-TFII inh -20, NR5A2 inv ag -2, TRAIL sens C8 -4, CF NFkB inh 1, NCOA1 inh -3, TROY NFkB inh 2, SRC2 inh -1, TWEAK-Fn14 inh 3, KKLEB tox 13 and LMP1 NFkB inh 1.
COc1ccc(NC(=O)CN2C(=O)NC(C)(c3ccc4c(c3)OCCO4)C2=O)cc1S(N)(=O)=O (stereo not drawn) was read as NCOA3 inh -10, COUP-TFII inh 8, NR5A2 inv ag -13, TRAIL sens C8 -4, CF NFkB inh -33, NCOA1 inh 17, TROY NFkB inh 17, SRC2 inh 6, TWEAK-Fn14 inh 9, KKLEB tox 11 and LMP1 NFkB inh 6.
CC(=O)Oc1ccccc1/C=C/c1nc2ccccc2c(=O)o1 was read as NCOA3 inh -20, COUP-TFII inh -8, NR5A2 inv ag -23, TRAIL sens C8 82*, CF NFkB inh -4, NCOA1 inh -4, TROY NFkB inh 1, SRC2 inh 6, TWEAK-Fn14 inh 62*, KKLEB tox 0 and LMP1 NFkB inh 45*.
Screening C/C(=C\C(=O)c1ccc(Br)cc1)NCc1ccccc1 returned NCOA3 inh -16, COUP-TFII inh 7, NR5A2 inv ag -25, TRAIL sens C8 5, CF NFkB inh -19, NCOA1 inh -60, TROY NFkB inh -82, SRC2 inh -54, TWEAK-Fn14 inh -19, KKLEB tox 7 and LMP1 NFkB inh -19.
For C=CCNc1nc2c(c(=O)n(C)c(=O)n2C)n1Cc1ccc(F)cc1 the results were NCOA3 inh 4, COUP-TFII inh 33, NR5A2 inv ag 4, TRAIL sens C8 4, CF NFkB inh -37, NCOA1 inh -3, TROY NFkB inh 12, SRC2 inh 20, TWEAK-Fn14 inh 28, KKLEB tox 4 and LMP1 NFkB inh 2.
Cc1ccc(S(=O)(=O)N(C)C)cc1N was read as NCOA3 inh -18, COUP-TFII inh -2, NR5A2 inv ag 2, TRAIL sens C8 4, CF NFkB inh -14, NCOA1 inh -10, TROY NFkB inh -6, SRC2 inh -26, TWEAK-Fn14 inh 5, KKLEB tox 5 and LMP1 NFkB inh 0.
For COc1ccc(/C=C2\SC(=S)N(CCC(=O)Nc3ccc(O)cc3)C2=O)cc1 the results were NCOA3 inh -1, COUP-TFII inh 9, NR5A2 inv ag -5, TRAIL sens C8 -2, CF NFkB inh 11, NCOA1 inh -10, TROY NFkB inh -28, SRC2 inh -4, TWEAK-Fn14 inh -21, KKLEB tox -12 and LMP1 NFkB inh -9.
Screening O=S(=O)(N1CCOCC1)n1nnc2ccccc21 returned NCOA3 inh -18, COUP-TFII inh -9, NR5A2 inv ag 19, TRAIL sens C8 11, CF NFkB inh -15, NCOA1 inh 2, TROY NFkB inh 1, SRC2 inh 7, TWEAK-Fn14 inh 7, KKLEB tox 20 and LMP1 NFkB inh 5.
CN(c1cccc(NS(=O)(=O)c2cccc([N+](=O)[O-])c2)c1)S(C)(=O)=O was read as NCOA3 inh -10, COUP-TFII inh 0, NR5A2 inv ag -12, TRAIL sens C8 13, CF NFkB inh 9, NCOA1 inh 4, TROY NFkB inh 5, SRC2 inh 11, TWEAK-Fn14 inh 4, KKLEB tox -5 and LMP1 NFkB inh -5.
Screening Cc1ccc(NC(=O)NC(=O)COc2ccccc2C(N)=O)c(C)c1 returned NCOA3 inh -31, COUP-TFII inh -11, NR5A2 inv ag -1, TRAIL sens C8 -7, CF NFkB inh -9, NCOA1 inh -6, TROY NFkB inh -2, SRC2 inh -11, TWEAK-Fn14 inh -17, KKLEB tox 11 and LMP1 NFkB inh -8.
For CN(C)CCCNc1oc(-c2cccc(Cl)c2)nc1C#N the results were NCOA3 inh 4, COUP-TFII inh -9, NR5A2 inv ag -13, TRAIL sens C8 1, CF NFkB inh 10, NCOA1 inh -3, TROY NFkB inh -11, SRC2 inh -18, TWEAK-Fn14 inh -6, KKLEB tox -4 and LMP1 NFkB inh -4.
Cc1nc2nc(-c3ccccc3)[nH]n2c(=O)c1Cc1ccccc1 was read as NCOA3 inh -22, COUP-TFII inh -9, NR5A2 inv ag -3, TRAIL sens C8 13, CF NFkB inh 0, NCOA1 inh -20, TROY NFkB inh -51, SRC2 inh -4, TWEAK-Fn14 inh 10, KKLEB tox 12 and LMP1 NFkB inh 6.
Screening Cc1nc(C#N)c(N/N=C/c2c(F)cccc2Cl)o1 returned NCOA3 inh -17, COUP-TFII inh -11, NR5A2 inv ag -29, TRAIL sens C8 -17, CF NFkB inh -15, NCOA1 inh -31, TROY NFkB inh -44, SRC2 inh -22, TWEAK-Fn14 inh 2, KKLEB tox 12 and LMP1 NFkB inh -4.
For Cc1ccc(OCC(=O)Nc2cc(NC(=O)COc3ccc(C)c(C)c3)cc(C(=O)O)c2)cc1C the results were NCOA3 inh -5, COUP-TFII inh 12, NR5A2 inv ag -6, TRAIL sens C8 3, CF NFkB inh 11, NCOA1 inh -8, TROY NFkB inh -14, SRC2 inh -21, TWEAK-Fn14 inh -28, KKLEB tox -5 and LMP1 NFkB inh 2.
`CCOC(=O)c1ccc(NC(=O)N2CCN(C(=O)C3CCCO3)CC2)cc1` (stereo not drawn) gave NCOA3 inh 18, COUP-TFII inh 9, NR5A2 inv ag 4, TRAIL sens C8 1, CF NFkB inh 6, NCOA1 inh 7, TROY NFkB inh 12, SRC2 inh -27, TWEAK-Fn14 inh 7, KKLEB tox -16 and LMP1 NFkB inh -1.
For CC(C)(C)C1C/C(=C/c2ccco2)C(=O)/C(=C/c2ccco2)C1 (stereo not drawn) the results were NCOA3 inh 21, COUP-TFII inh 3, NR5A2 inv ag 8, TRAIL sens C8 25, CF NFkB inh 0, NCOA1 inh -7, TROY NFkB inh 2, SRC2 inh 3, TWEAK-Fn14 inh 10, KKLEB tox 1 and LMP1 NFkB inh -21.
Screening COc1ccc(NC(=O)N2CCc3cc(OC)c(OC)cc3C2)cc1 returned NCOA3 inh 17, COUP-TFII inh -1, NR5A2 inv ag -8, TRAIL sens C8 9, CF NFkB inh 13, NCOA1 inh 3, TROY NFkB inh 5, SRC2 inh 0, TWEAK-Fn14 inh 2, KKLEB tox 2 and LMP1 NFkB inh 5.
For COc1cccc(-c2nnc(-c3ccc(C(F)(F)F)cc3)o2)c1OC the results were NCOA3 inh -69, COUP-TFII inh -15, NR5A2 inv ag -5, TRAIL sens C8 24, CF NFkB inh -1, NCOA1 inh -77, TROY NFkB inh -54, SRC2 inh -86, TWEAK-Fn14 inh -25, KKLEB tox -16 and LMP1 NFkB inh -35.
`Cc1cccc2cccnc12` gave NCOA3 inh -1, COUP-TFII inh -9, NR5A2 inv ag -29, TRAIL sens C8 -16, CF NFkB inh -3, NCOA1 inh -1, TROY NFkB inh -4, SRC2 inh 16, TWEAK-Fn14 inh 10, KKLEB tox -3 and LMP1 NFkB inh -5.
COc1ccc(N=Cc2c(O)ccc3ccccc23)cc1 was read as NCOA3 inh 4, COUP-TFII inh 7, NR5A2 inv ag 13, TRAIL sens C8 12, CF NFkB inh 17, NCOA1 inh -23, TROY NFkB inh 15, SRC2 inh -4, TWEAK-Fn14 inh 11, KKLEB tox 0 and LMP1 NFkB inh -7.
